# Screens deposited in PubChem by several laboratories.
# m5-HT2A agonist: mouse Htr2a agonists via beta-arrestin recruitment, primary screen, cell-based, luminescence; 5-hydroxytryptamine receptor 2A (Mus musculus), P35363; CHO-K1 mHTR2A beta-arrestin complementation; percent of 30 µM serotonin response; activation, % at 7.6 µM; actives 0.66% (n = 360,000); AID 624169, 2012;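 active means activation above a run cutoff, the mean activation of all tested compounds plus 3 SD, cut at about 14% in these data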;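 further: 0% = plate median of compound wells and 100% = 30 µM serotonin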
# MC4R barr agon: MC4R agonists recruiting beta-arrestin, primary screen, cell-based, luminescence, agonist arm of biased-ligand search; actives 0.98% (n = 360,000); U2OS MC4R beta-arrestin complementation; percent of melanotan II response, DMSO zero; AID 540308, 2011; activation, % at 8.9 µM; Melanocortin receptor 4 (Homo sapiens), P32245;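 active means activation above a per-plate cutoff, the mean activation of sample wells on that plate plus 3 SD, cut at about 8% in these data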
# ABHD5 PLIN5 PPI: ABHD5-PLIN5 interaction inhibitors, primary screen, cell lysate, split luciferase complementation, luminescence; inhibition, % at 4 µM; Perilipin-5 (Homo sapiens) + 1-acylglycerol-3-phosphate O-acyltransferase ABHD5 (Homo …; actives 0.78% (n = 360,000); Split G. princeps luciferase complementation, 4 h; AID 602281, 2012;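 active means inhibition above the mean inhibition across every tested compound plus 3 SD, cut at about 22% in these data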;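 further: 0% = DMSO only wells and the 100% control is not disclosed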
# TLR9-MyD88 block: inhibitors of TLR9-MyD88 association in cells, primary screen, cell-based, CHO, BLA complementation, fluorescence; Toll-like receptor 9 (Homo sapiens) + Myeloid differentiation primary response protein …; CCF4 FRET ratio; inhibition, % at 4.98 µM; actives 0.21% (n = 340,000); AID 504734, 2011;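 active means inhibition above the mean over all tested compounds plus 3 SD, cut at about 21% in these data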;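 further: 0% = DMSO only wells and 100% = clavulanate BLA inhibitor control wells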
# NOD2-RIPK2 inh: NOD2-RIPK2 binding disruptors in cells, primary screen, fluorescence, CHO cells, BLA complementation; AID 624267, 2012; actives 0.38% (n = 360,000); inhibition, % at 4.98 µM; CCF4 ratio; in the data active means inhibition above about 21%;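 further: 0% = vehicle only and 100% = reference blocker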
# MC4R antagonist: MC4R antagonists of cAMP signaling, primary screen, cell-based, TR-FRET, antagonist arm of biased-ligand search | Melanocortin receptor 4 (Homo sapiens), P32245 | MC4R-expressing cells, MTII-stimulated cAMP, LANCE TR-FRET | inhibition, % at 6.5 µM | actives 0.48% (n = 360,000);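 active means inhibition above its plate's cutoff, the mean of tested wells on that plate plus 3 SD, cut at about 29% in these data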;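 further: 0% = Melanotan II alone and 100% = Melanotan II plus saturating MCL0020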
#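 Assay system: U2OS cells stably expressing human melanocortin 4 receptor (MC4R) / Dosing: 6.5 µM / Timing: compound 30 min, challenge 1 h, detection 1 h / Measured by: Eu-cAMP/anti-cAMP TR-FRET, emission 671 nm / Replicates: singlicate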
# SRC2 inh: inhibition of GAL4-SRC2 driven luciferase reporter, primary screen, SRC2 inhibitor project, cell-based, luminescence; HEK293 GAL4-SRC2 luciferase reporter; inhibition, % at 9 µM; actives 0.17% (n = 370,000);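 active means inhibition above the mean inhibition of all tested compounds plus 3 SD, set per campaign, cut at about 52% in these data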;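 further: 0% = DMSO treated cells and 100% = cells given Gossypol at 36 µM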
# H9c2 protect: cardioprotection against H2O2-induced cell death, primary screen, uHTS, H9c2 cells, ATPLite luminescence; H9c2 cardiomyocytes, H2O2 injury protection, 2 h; protection from H2O2 cell death, % at 20 µM; actives 0.63% (n = 360,000); AID 588492, 2011;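 active means compounds giving at least 50% protection of heart cells from peroxide-induced death in the single-dose screen, raw or plate-pattern-corrected value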;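 further: 0% = DMSO wells with peroxide and 100% = DMSO wells without peroxide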
# Glyco luc inh: increase of ERlucT glycosylation luciferase signal, primary screen, N-linked glycosylation inhibitor project, D54 ERlucT cells, luminescence, set 2; AID 588692, 2011; reporter increase, % at 12.5 µM; D54 ERlucT glycosylation luciferase reporter, 24 h; percent of 100 nM tunicamycin response; actives 0.23% (n = 360,000);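 active means mean luciferase reporter signal, scaled so untreated is 0 and the glycosylation-blocking control 100, at or above a set limit in every replicate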;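 further: luciferase carries N-glycosylation sites so blocking glycosylation raises the light; 0% = median of neutral control wells and 100% = median of 100 nM tunicamycin wells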
# ABCB6 inh MLPCN: ABCB6 transporter inhibitors, primary screen, K562-ABCB6 cells, flow cytometry, MLPCN library; K562-ABCB6 porphyrin accumulation, 1 h; active compounds read low; fluorescence ratio to DMSO, % at 10 µM; actives 0.19% (n = 360,000);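 active means fluorescence ratio to DMSO below 75%, the collection mean minus 3 SD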;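 further: signal is porphyrin accumulated inside mitochondria; 100% equals median channel fluorescence of DMSO control wells; lower ratio means ABCB6 inhibition with less porphyrin fluorescence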
# Target sequence (Q9NP58 whole entry, looked up): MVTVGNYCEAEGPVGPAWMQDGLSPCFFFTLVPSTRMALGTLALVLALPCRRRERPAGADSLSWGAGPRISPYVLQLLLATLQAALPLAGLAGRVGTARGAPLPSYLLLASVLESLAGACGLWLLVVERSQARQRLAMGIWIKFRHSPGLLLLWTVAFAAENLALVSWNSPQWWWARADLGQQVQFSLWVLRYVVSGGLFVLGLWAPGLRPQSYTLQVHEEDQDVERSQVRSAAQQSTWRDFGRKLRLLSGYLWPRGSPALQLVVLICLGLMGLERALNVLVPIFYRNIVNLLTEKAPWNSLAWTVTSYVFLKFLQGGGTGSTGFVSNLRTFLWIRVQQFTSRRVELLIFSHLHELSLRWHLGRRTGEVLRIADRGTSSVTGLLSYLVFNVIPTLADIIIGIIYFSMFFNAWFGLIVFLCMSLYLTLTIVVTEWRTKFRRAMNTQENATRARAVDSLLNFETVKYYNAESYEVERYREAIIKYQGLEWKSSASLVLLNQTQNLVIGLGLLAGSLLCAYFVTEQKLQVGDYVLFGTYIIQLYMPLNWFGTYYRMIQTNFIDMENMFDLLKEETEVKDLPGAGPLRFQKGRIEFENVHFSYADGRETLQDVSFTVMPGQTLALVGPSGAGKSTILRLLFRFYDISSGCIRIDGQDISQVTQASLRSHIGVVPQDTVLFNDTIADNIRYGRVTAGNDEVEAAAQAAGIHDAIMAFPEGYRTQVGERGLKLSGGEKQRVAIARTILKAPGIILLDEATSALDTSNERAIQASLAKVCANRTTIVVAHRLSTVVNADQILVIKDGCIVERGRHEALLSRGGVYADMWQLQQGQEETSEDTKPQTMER
# * hit, by the source's call; x = no result given. Some of the compounds tested, so the mix of outcomes need not match the whole.
# Every second line gives: m5-HT2A agonist	H9c2 protect	TLR9-MyD88 block	NOD2-RIPK2 inh	MC4R antagonist	MC4R barr agon	SRC2 inh	ABCB6 inh MLPCN	ABHD5 PLIN5 PPI	Glyco luc inh
- O=[N+]([O-])c1ccccc1/C=N/n1c(COc2ccccc2)n[nH]c1=S
→ 0	-9	-6	-4	17	0.3	-7	98	-10	2
- Cc1cc(NC(=O)CSc2nnc(NCc3ccco3)s2)no1
→ -1	7	-4	0	1	-1.4	-41	98	2	-1
- COc1ccc(C(CNC(=O)c2cc(S(=O)(=O)Nc3cccc(C)c3)ccc2C)N2CCCC2)cc1 (configuration not stated)
→ 6	2	7	-10	-2	0.1	-31	106	-12	-3
- Cc1ccc(C(=O)OCC(=O)NC2CCCC(C)C2C)s1 (configuration not stated)
→ 6	-1	1	-3	4	-1.3	-8	101	9	2
- CC1(C(=O)O)CCC(C(=O)Nc2ccc3ccccc3c2)C1(C)C (configuration not stated)
→ -2	0	-3	-5	6	0.6	-7	105	5	4
- CSc1nc(NC(C)C)nc(N2CCOCC2)n1
→ -1	10	-5	6	4	-0.3	-8	93	3	2
- O=S(=O)(NCCN1CCOCC1)c1cc(Cl)c(Cl)cc1Cl
→ 3	-3	-1	-8	-4	0.1	8	97	4	-1
- COc1ccc(/C=N/NC(=O)c2ccoc2C)cc1COc1c(C)cccc1C
→ -2	-9	7	1	7	-0.5	-27	101	-6	-12
- Cc1ccc2nc(C)cc(Nc3ccc([N+](=O)[O-])cc3)c2c1
→ 0	-23	x	1	4	3.8	-13	103	3	-12
- CC(C)CCCC(C)NC(=O)c1cc(S(=O)(=O)N2CCCCC2)ccc1N1CCOCC1 (configuration not stated)
→ 6	-4	0	-10	0	-1.4	-7	96	-4	1
- COc1ccc(C(=O)N=C2SC3CS(=O)(=O)CC3N2c2ccccc2)cc1OC (configuration not stated)
→ 0	-2	1	-14	-2	-1.0	-6	96	1	-2
- Nc1ccc(-c2nc3cc(N)ccc3n2CCO)cc1
→ 2	2	0	-1	4	0.7	12	97	4	2
- CN1C(=O)C(O)(CC(=O)c2ccccn2)c2cc(Br)ccc21 (configuration not stated)
→ -4	21	3	-1	-1	-1.8	1	102	-2	4
- C[C@@H]1O[C@@H](OC[C@H]2O[C@@H](Oc3cc(O)c4c(=O)cc(-c5ccc(O)c(O)c5)oc4c3)[C@H](O)[C@@H](O)[C@@H]2O)[C@H](O)[C@H](O)[C@H]1O
→ -5	1	0	-19	-8	-1.2	x	103	3	1
- CCc1cccc(NS(=O)(=O)c2ccc3c(c2)n(C)c(=O)n3C)c1
→ -1	-14	-4	-5	5	-0.1	4	96	3	7
- Cc1cc(C)nc(NC(=S)Nc2ccc(F)cc2F)c1
→ -1	-10	3	3	4	-0.5	-16	90	-1	-2
- O=C(Nc1ccccc1C1CC1)c1cccs1
→ -3	2	6	0	0	-1.6	2	95	-7	1
- Nc1nnc(C(c2ccccc2)c2ccccc2)s1
→ -3	1	-2	-6	6	1.0	-5	97	5	-1
- CC(C)(C)NC(=O)COC(=O)c1ccc(S(=O)(=O)N2CCCC2)cc1
→ 5	14	-2	-19	-3	0.5	-26	95	0	0
- Cc1ccc(OC2CCN(C(=O)C3CCC(=O)N(C4CC4)C3)CC2)cc1 (configuration not stated)
→ 5	-12	-2	-3	6	-2.8	2	87	2	1
- COc1cc(OC)cc(C(=O)NC(=S)Nc2ccc(N3CCCC3)cc2)c1
→ -1	-4	3	-15	17	4.4	9	101	-3	1
- O=C(Nc1nnc(-c2ccco2)o1)c1cccc2ccccc12
→ 3	14	0	-9	-1	1.5	-27	101	-3	3
- C=CCn1c(C)nnc1SCC(=O)NC1CC1
→ -1	3	3	8	8	-2.8	-7	95	1	1
- CC(C)(C)OC(=O)N[C@@H](Cc1ccccc1)C(=O)N[C@@H](CO)[C@H](O)[C@@H]1C[C@@H]1C(=O)NC1CCCCC1
→ 1	-1	3	2	5	-0.5	-8	92	-3	1
- COc1cc(C2NC(=O)C(C#N)=C(S)N2c2ccccc2)ccc1OC(C)C (configuration not stated)
→ 0	-7	3	-2	-5	0.3	23	96	-11	1
- O=C(c1cccc(C(F)(F)F)c1)C1CCCN(C(=O)/C=C/c2cnc[nH]2)C1 (configuration not stated)
→ 5	-3	-2	4	6	-3.1	7	95	-6	2
- CCOC(=O)c1cc(-c2csc(COc3ccccc3Cl)n2)on1
→ 6	2	1	4	10	0.8	14	90	-1	-1
- COc1cc(NS(=O)(=O)c2ccc(C)c(C)c2)c(OC)cc1Cl
→ 6	-17	-12	4	6	1.5	-1	98	1	-2
- CC(C)CC(N)c1csc(NC(=O)Nc2ccccc2Cc2ccccc2)n1 (configuration not stated)
→ -1	-30	x	-4	5	5.8	-21	94	2	-9
- O=C(CSc1ncccn1)Nc1ccc2[nH]c(=O)[nH]c2c1
→ -4	5	-5	-4	5	-1.3	-5	101	3	3
- Cc1cc(C)cc(N(C(=O)CCC(=O)Nc2cc(C)on2)C(C(=O)NC2CCCC2)c2ccco2)c1 (configuration not stated)
→ 0	-2	-8	-9	3	-1.2	-27	98	-8	-3
- Cc1cc(Cl)ccc1OCCCC(=O)N1CCCc2ccccc21
→ -5	-4	3	5	6	-1.4	8	96	-4	-1
- Cc1ccc2oc(-c3cccc(NC(=O)Cc4cccs4)c3)nc2c1
→ -1	-3	2	-10	5	13*	-23	102	1	3
- CCOc1ccccc1N1CCN(Cc2cnc(-c3ccccc3)[nH]2)CC1
→ -6	4	2	-2	-12	0.2	-17	106	8	-1
- C=CCn1c(-c2cccc([N+](=O)[O-])c2)n[nH]c1=S
→ 1	2	-7	13	10	-0.1	21	101	-1	2
- O=C(CSc1ccc2nnc(-c3ccc(Cl)cc3)n2n1)N1CCCc2ccccc21
→ -1	25	3	-5	-22	-0.7	-7	91	-2	-6
- CN1CCN(C(=O)c2ccc(Cl)cc2)CC1
→ -6	-4	6	0	14	-0.9	20	102	2	2
- CCOC(=O)C1CNc2cc(S(=O)(=O)CC)ccc2O1 (configuration not stated)
→ 0	5	-5	-4	11	0.5	-3	103	5	1
- C[C@H](CO)N1C[C@H](C)[C@@H](CN(C)C(=O)Nc2ccccc2)Oc2ccc(NS(=O)(=O)c3cn(C)cn3)cc2C1=O
→ 6	9	14	-8	0	-0.4	10	100	5	5
- Cc1cc(C)n(CC(=O)O)c(=O)c1[N+](=O)[O-]
→ 3	2	0	-11	-1	-2.6	9	90	7	1
- CCOC(=O)N1CCN(C(=O)CSc2nc(-c3cccc(C)c3)ns2)CC1
→ 0	-10	1	3	-1	0.6	1	96	1	-1
- CC1(C(=O)OCC(=O)Nc2nc(-c3ccc(F)c(F)c3)cs2)CC1(Cl)Cl (configuration not stated)
→ 4	13	-8	2	17	3.0	-15	95	-10	-1
- Cc1nc(-c2ccccc2)cc(N2CCCC2)n1
→ -3	-12	-47	3	1	-1.2	-31	106	-2	1
- CC1(C)Cc2cccc(C(=O)Nc3ccc(Cl)cc3)c2O1
→ -6	-1	7	-3	14	0.1	7	92	0	-3
- COCCc1nnc(NC(=O)C(C)C)s1
→ 3	13	-5	-2	8	-0.9	-9	97	0	0
- CCOC(=O)c1cc(C)n(CCc2ccccc2)c1C
→ -3	-5	9	-8	-5	2.8	-32	88	-8	-2
- Cc1nc2c(cc1C(=O)N/N=C/c1ccc(O)c(O)c1)c(=O)n(C)c(=O)n2C
→ 1	17	3	8	-8	-2.2	-24	103	4	-6
- CCOc1ccc(N(CC(=O)N2CCOCC2)S(=O)(=O)c2ccc(SC)cc2)cc1
→ 14	9	-10	-6	1	-1.9	-16	100	-2	0
- Cc1cnc(NC(=O)Cn2cnc3c2c(=O)n(C)c(=O)n3C)s1
→ 1	-1	6	5	12	-2.4	5	101	2	1

# In the list so far, these contain a Cl atom:
# Every second line gives: m5-HT2A agonist	H9c2 protect	TLR9-MyD88 block	NOD2-RIPK2 inh	MC4R antagonist	MC4R barr agon	SRC2 inh	ABCB6 inh MLPCN	ABHD5 PLIN5 PPI	Glyco luc inh
- O=S(=O)(NCCN1CCOCC1)c1cc(Cl)c(Cl)cc1Cl
→ 3	-3	-1	-8	-4	0.1	8	97	4	-1
- CCOC(=O)c1cc(-c2csc(COc3ccccc3Cl)n2)on1
→ 6	2	1	4	10	0.8	14	90	-1	-1
- COc1cc(NS(=O)(=O)c2ccc(C)c(C)c2)c(OC)cc1Cl
→ 6	-17	-12	4	6	1.5	-1	98	1	-2
- Cc1cc(Cl)ccc1OCCCC(=O)N1CCCc2ccccc21
→ -5	-4	3	5	6	-1.4	8	96	-4	-1
- O=C(CSc1ccc2nnc(-c3ccc(Cl)cc3)n2n1)N1CCCc2ccccc21
→ -1	25	3	-5	-22	-0.7	-7	91	-2	-6
- CN1CCN(C(=O)c2ccc(Cl)cc2)CC1
→ -6	-4	6	0	14	-0.9	20	102	2	2
- CC1(C(=O)OCC(=O)Nc2nc(-c3ccc(F)c(F)c3)cs2)CC1(Cl)Cl (configuration not stated)
→ 4	13	-8	2	17	3.0	-15	95	-10	-1
- CC1(C)Cc2cccc(C(=O)Nc3ccc(Cl)cc3)c2O1
→ -6	-1	7	-3	14	0.1	7	92	0	-3
